Assay outcomes as filed in PubChem BioAssay.
LDHA inh – qHTS assay for inhibitors of human lactate dehydrogenase; L-lactate dehydrogenase A chain (Homo sapiens), P00338; AID 1347041, 2019; 480,000 compounds, 0.15% hits; activity change, % (values are at about 110 or 230 µM); purified LDHA, NADH/diaphorase-resazurin fluorescence; active compounds read low; in the data active = activity change below about -30%; inconclusive = mostly about -25% to -30%;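 also: plate controls were DMSO wells for no effect and wells without enzyme for full effect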
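Remaining NADH was detected by diaphorase (0.133 mg/mL) converting 37 µM resazurin to fluorescent resorufin, read at 0 and 20 minutes. The preceding 5-minute room-temperature reaction used 2 nM LDHA, 0.2 mM sodium pyruvate and 0.06 mM NADH at pH 7.4.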
GRP78 ERSR act – qHTS for Inducers of the Endoplasmic Reticulum Stress Response (ERSR) in Human Glioma: qHTS; U87-MG GRP78 promoter luciferase reporter, 16 h; Potency, µM, for inactives: top-dose activation, most hits filed as activators; 420,000 compounds, 0.02% hits; also: potency is read from the fitted curve at half-maximal effect; series mostly up to about 76 µM; % of control where 0% means no effect; nearly all actives have a fitted effect of over 35% in size
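Stably transfected U87-MG glioma cells carrying a GRP78-based luciferase sensor; 16 h compound incubation. Luminescence end-point read 10 min after Bright-Glo addition at room temperature.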
ERG Ets-DNA blk – qHTS for Small Molecule Inhibitors of the ERG Ets/DNA interaction. Transcriptional regulator ERG (Homo sapiens), P11308. AID 624246, 2012. fluorescence polarization, His-ERG Ets domain / labelled DNA. 370,000 compounds, 0.028% hits. Potency, µM (doses to about 76.9 µM), for the others: at the highest dose FP activity, negative = inhibition, usual class: inhibitors; active = well fitted inhibition curve with a large enough effect in the polarisation, with a control signal flat; inconclusive = small, poorly fitted or top-dose-only effect, or effect the other way, or a change in a side signal; inactive = no such curve, though single readings can be large or run the other way; the % refers to the polarisation;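 also: polarization taken with two DNA probes labelled with fluorescein and Texas red; potency is read from the fitted curve at half-maximal effect; % of control where 0% means no effect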
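His-tagged ERG Ets domain (1 uM in the protein solution; 300mM KCl, 50mM Tris-HCl, 1mM EDTA, 1mM DTT, pH 7.5) received compound, then a probe mix of 5 nM fluorescein-DNA and 100nM Texas-615-DNA. Fluorescence polarization was read for both dyes.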
Vif-A3F inh – qHTS for Inhibitors of Vif-A3F Interactions: qHTS | HeLa A3F-eYFP + Vif (tagged APOBEC3F with the HIV-1 protein that degrades it), YFP fluorescence increase | Potency, µM (titrated, usually from 46.1 µM), for the others: at the top dose activity, negative = active | 390,000 compounds, 0.2% hits; also: potency is read from the fitted curve at half-maximal effect; % of control where 0% means no effect; nearly all actives have a fitted effect of over 65% in size
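Fluorescence increase (Ex 488/Em 500-530) after overnight compound treatment at 37 deg C flags inhibition of Vif-driven A3F-eYFP loss in stable HeLa A3F-eYFP/Vif cells seeded overnight beforehand.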
D2 ag – HTS Assay for Allosteric Agonists of the Human D2 Dopamine Receptor: Primary Screen for Agonists. D(2) dopamine receptor (Homo sapiens), P14416. HEK293 T-REx D2 cells, calcium flux agonist mode. activation, % at 2 µM. 340,000 compounds, 0.53% hits. AID 485358, 2010;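 active = activation over 3 SD above normal in the single-dose calcium agonist read, cut at about 30% in these data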; also: 0% is about no effect
Target sequence (P14416 whole entry, looked up): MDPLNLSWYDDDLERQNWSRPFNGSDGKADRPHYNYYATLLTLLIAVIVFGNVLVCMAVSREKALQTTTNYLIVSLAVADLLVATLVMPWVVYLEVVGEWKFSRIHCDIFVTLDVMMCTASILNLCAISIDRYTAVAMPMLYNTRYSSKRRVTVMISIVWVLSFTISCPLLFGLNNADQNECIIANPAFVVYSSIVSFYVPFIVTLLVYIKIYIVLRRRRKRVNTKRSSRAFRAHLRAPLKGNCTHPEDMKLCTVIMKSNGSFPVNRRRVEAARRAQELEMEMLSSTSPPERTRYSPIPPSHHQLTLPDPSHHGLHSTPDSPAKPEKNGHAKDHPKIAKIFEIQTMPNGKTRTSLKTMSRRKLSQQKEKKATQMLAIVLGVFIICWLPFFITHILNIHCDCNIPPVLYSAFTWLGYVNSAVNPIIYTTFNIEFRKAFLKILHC
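Tetracycline-induced HEK293 Trex cells with D2 receptor force-coupled to calcium signaling, plated overnight at 30 C and loaded with no-wash calcium dye. Calcium flux read kinetically for 180 s after compound addition; responses flag agonists.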
RGS4 inhibitor – Inhibitors of Regulator of G Protein Signaling (RGS) 4: qHTS; AID 504845, 2011; Potency, µM (titrated, usually from 114 µM), for inactives: at the top dose activity change, negative = inhibition, actives largely listed as inhibitors; Transcreener GDP fluorescence polarization, RGS4-accelerated GTP hydrolysis; 390,000 compounds, 0.039% hits; also: potency is read from the fitted curve at half-maximal effect; % is scaled to controls: 0 for no effect and ±100 for the full control effect; nearly all actives have a fitted effect of over 75% in size; some results filed as inactive show a strong effect at the top dose
Target sequence (P49798 whole entry, looked up): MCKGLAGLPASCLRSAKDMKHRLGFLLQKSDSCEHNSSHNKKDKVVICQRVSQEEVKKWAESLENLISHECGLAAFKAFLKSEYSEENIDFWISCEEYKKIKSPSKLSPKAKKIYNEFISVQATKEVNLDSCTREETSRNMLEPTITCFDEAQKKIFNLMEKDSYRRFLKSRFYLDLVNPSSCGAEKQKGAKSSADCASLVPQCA
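MLSMR compounds (23 nl, pin-transferred) preincubated 10 min at room temperature with a 500nM (2x) first reagent, then RGS4 at 900nM (2x) plus Transcreener GDP mix added; fluorescence polarization (620/688 nm) read before and after 90 min at 30 °C.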
12-LOX inh – Primary qHTS assay for inhibitors of human arachidonate 12S-lipoxygenase (ALOX12): Round 2. Polyunsaturated fatty acid lipoxygenase ALOX12 (Homo sapiens), P18054. 580,000 compounds, 1.1% hits. Potency, µM (doses to about 108 µM), without a hit: at the highest dose activity change, negative = inhibition, actives largely listed as inhibitors. purified 12hLO, xylenol orange hydroperoxide absorbance; also: potency is read from the fitted curve at half-maximal effect; % is scaled to controls: 0 for no effect and ±100 for the full control effect
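Hydroperoxide product was detected by ferrous iron/xylenol orange as the 573 to 405 nm absorbance ratio. Arachidonic acid at 40 uM (final) was turned over for 30 min at room temperature by 150 nM human 12hLO, pH 7.0 Hepes buffer, after 15 min compound preincubation.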
Vif-A3G inh – qHTS for Inhibitors of Vif-A3G Interactions: qHTS | DNA dC->dU-editing enzyme APOBEC-3G (Homo sapiens), Q9HC16 | HeLa A3G-eYFP + Vif (tagged APOBEC3G with the HIV-1 protein that degrades it), YFP fluorescence, overnight | Potency, µM (titrated, usually from 46.1 µM), for inactives: at the highest dose activity, negative = active, actives largely listed as inhibitors | 410,000 compounds, 0.076% hits;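 also: potency is read from the fitted curve at half-maximal effect; % is scaled to controls: 0 for no effect and ±100 for the full control effect; nearly all actives have a fitted effect of over 60% in size; hits raise eYFP signal because A3G escapes Vif-driven loss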
Target sequence (Q9HC16 whole entry, looked up): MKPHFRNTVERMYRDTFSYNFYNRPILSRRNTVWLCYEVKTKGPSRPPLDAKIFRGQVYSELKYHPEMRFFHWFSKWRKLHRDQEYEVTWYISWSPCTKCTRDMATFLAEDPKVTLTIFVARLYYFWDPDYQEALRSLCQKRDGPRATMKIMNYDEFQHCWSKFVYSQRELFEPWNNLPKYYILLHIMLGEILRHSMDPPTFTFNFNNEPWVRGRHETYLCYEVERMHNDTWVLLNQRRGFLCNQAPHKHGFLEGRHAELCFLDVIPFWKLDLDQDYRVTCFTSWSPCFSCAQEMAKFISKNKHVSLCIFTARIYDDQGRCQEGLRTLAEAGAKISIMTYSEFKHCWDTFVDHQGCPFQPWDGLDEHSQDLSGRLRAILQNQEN
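HeLa cells stably expressing Vif and C-terminally eYFP-tagged A3G, seeded overnight at 37 deg C, then exposed to compound by pintool overnight at 37 deg C. Rise in yellow fluorescence (Ex 488/Em 500-530, Acumen) marks blocked Vif-driven A3G degradation.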
D2 antag – HTS Assay for Allosteric Antagonists of the Human D2 Dopamine Receptor: Primary Screen for Antagonists. D(2) dopamine receptor (Homo sapiens), P14416. HEK293 TREx D2 cells, calcium flux, dopamine EC80. inhibition, % at 10 µM. 340,000 compounds, 2% hits; in the data active = inhibition above about 30%; also: 0% is about no effect
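Calcium mobilization kinetics were recorded at 1 s intervals in tetracycline-induced HEK293 T-REx D2 cells, first for 180 s after compound addition and then 180 s after EC80 dopamine.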
Active calls of the source: *; ? = inconclusive; nt = no result given; & = joins results of further samples; [ ] = remark or other dose. Unless noted, calls follow the shape of the dose curve; as a rule, active = well fitted curve in the direction sought with a large enough effect; inconclusive = small, poorly fitted or top-dose-only effect, or another doubt; inactive = no such curve, though single readings can be large; an effect the other way counts as inactive or inconclusive.

SMILES | LDHA inh | GRP78 ERSR act | ERG Ets-DNA blk | Vif-A3F inh | D2 ag | RGS4 inhibitor | 12-LOX inh | Vif-A3G inh | D2 antag
COc1cc(C2NC(=S)NC(O)(C(F)(F)F)C2C(=O)c2cccs2)cc(OC)c1O (configuration not stated) | 7 | -4% | -1% | 4% | -3.3 | ? | -24% | 1% | -4
CCOc1ccc(N2C(=O)CC(SC(=NC)Nc3ccc4c(c3)OCO4)C2=O)cc1 (configuration not stated) | 0 | -3% | -2% | 5% | 1.0 | 21% | -3% | 2% | 8
COc1ccccc1CNC(=O)c1ccc2c(c1)nc(C)n2-c1cccc(C)c1 | 6&-4 | -4% | 4% | 1% | 0.3 | 16% | -9%&-28% | -1% | nt
COc1ccc(-c2sc3ccc(-c4ccc5c(c4)OCO5)cc3c2-c2ccc(OC)nc2)cc1 | -7 | -3% | 6% | -7% | nt | -7% | 8% | -1% | nt
Cc1ccc(S(=O)(=O)NC(C)(C)CSc2ccccn2)cc1 | -3 | -1% | 5% | -24% | -2.0 | -15% | ? | -1% | -7
Cc1cccc(CSc2[nH]c(=O)ncc2C)c1 | -8 | -4% | -9% | 2% | 0.9 | 47% | 18% | 0% | 2
O=C(NNc1cc(Cl)ccc1Cl)c1cccnc1Cl | 4 | 0% | 4% | ? | 1.5 | -19% | -12% | 0% | -11
O=C(CN(C(=O)Cn1nnc(-c2ccccc2F)n1)c1cccc2c1CCCC2)NCc1ccccc1 | -12 | -2% | -3% | -8% | 0.1 | 39% | -6% | 4% | -20
N#Cc1c(-c2ccc(Cl)cc2Cl)nc2n(c1=O)CCS2 | -3 | 0% | -1% | 8% | 0.9 | -5% | -24% | 2% | -14
CN(C)S(=O)(=O)c1ccc(C(=O)OCC2CCCO2)cc1 (configuration not stated) | -4 | 6% | 6% | -12% | 1.1 | 16% | 0% | -5% | -4
CNc1nc(Oc2ccc(=O)[nH]n2)nc(N2CCOCC2)n1 | -3 | -2% | -6% | 3% | 0.1 | 13% | 4% | -3% | nt
Cc1ccnc(NC(=O)CCCNC(=O)c2ccc(Cl)cc2)c1 | -4 | -3% | -2% | -22% | 0.4 | 19% | 11% | -1% | 1
COc1ccc(C2C(C#N)=C(N)OC3=C2C(=O)CCC3)cc1Cn1nc(C)c([N+](=O)[O-])c1C (configuration not stated) | -4 | -2% | 9% | nt | -0.5 | 44% | 424%[activator] | -8% | 23
CCOC(=O)c1c(C)[nH]c(C(=O)COC(=O)CN2C(=O)C3CCCCC3C2=O)c1C (configuration not stated) | -8 | -1% | 5% | 1% | 0.1 | -19% | 0% | -7% | 17
COc1ccc(C2NC(=O)N(C)C(C)=C2[N+](=O)[O-])cc1 (configuration not stated) | -5 | -1% | -2% | -8% | 0.3 | -3% | -12% | 0% | 1
CC(C)S(=O)(=O)N1CCN(c2ccnc3cc(Cl)ccc23)CC1 | -7 | -12% | -12% | 0% | -0.9 | -23% | -3% | -1% | -11
O=C(NCCn1cc(SCc2ccccc2)c2ccccc21)c1c(F)cccc1F | 3 | 1% | -6% | 6% | 0.4 | 5% | 37%[activator] | 0% | 2
O=c1[nH]c(=S)[nH]c2nccnc12 | -4 | -4% | 3% | 3% | nt | -5% | ? | 0% | nt
CC1=C(C(=O)NC(C)C)C2(CCC(C)CC2)OC1=O (configuration not stated) | 0 | -4% | -7% | 2% | 0.6 | -34% | 25% | 1% | -9
CCN(CC(=O)Nc1ccc(NC(C)=O)cc1)C(=O)c1cccc(S(=O)(=O)N2CCc3ccccc3C2)c1 | 3 | -4% | 3% | 3% | 1.3 | -25% | -23% | -5% | -9
Cc1ccc(NC(=O)c2sc3ncn(CC(=O)N4CCN(c5ccccn5)CC4)c(=O)c3c2C)cc1Cl | -2 | -8% | -3% | -1% | -0.3 | -5% | 7% | 5% | 9
COc1ccccc1NC(=O)Nc1nc(C(N)Cc2ccc(C(F)(F)F)cc2)cs1 (configuration not stated) | 2 | -12% | nt | nt | nt | nt | ? | 3% | nt
Cc1nnc(SCc2cc(=O)[nH]c(=S)[nH]2)s1 | 3 | -2% | 3% | 16% | -0.4 | -2% | -9% | -8% | 12
CCCc1cc(-c2n[nH]c(=S)n2CC)cs1 | -10 | -4% | -8% | 3% | -0.3 | -8% | ? | -4% | -1
O=C(CCCN1C(=O)c2ccccc2C1=O)Nc1ccccc1 | -5 | 2% | 3% | 14% | 0.6 | 12% | 1% | 0% | 6
Cc1ccc(-n2c(-c3ccc(Br)cc3)c[n+]3c2CCc2ccc4cccnc4c2-3)cc1 | 1 | -9% | 7% | -4% | 0.0 | 0% | ? | -5% | -15
O=C(NNC(=O)c1cccc(Br)c1)Nc1ccc(Cl)cc1 | -15 | -4% | -18% | 11% | 0.0 | ? | -7% | -3% | 17
CCc1ccc(NC(=O)N2CCOc3ccc(Cl)cc32)cc1 | 3 | -1% | 1% | -1% | 0.3 | -4% | -23% | -11% | nt
Cc1nc(-c2cccnc2)sc1C(N)=O | -5 | -4% | -3% | 4% | -0.3 | -19% | 2% | 1% | -11
COc1ccc(C(CC(=O)N2CCCCC2)C(C)C)cc1 (configuration not stated) | -3 | -2% | 0% | -13% | 0.5 | 2% | 107%[activator] | -1% | 8
CCn1c(SCC(=O)N2CCCCC2C)nnc1-c1ccco1 (configuration not stated) | -3 | -3% | -6% | 10% | 0.0 | 2% | -1% | 0% | 15
O=C(COc1ccccc1)N(Cc1cccnc1)c1nc2c(F)cc(F)cc2s1 | 3&-11 | -1% | 15% | 5% | 1.1 | -13% | -14%&-18% | -7% | nt
CN(C1CCCCC1)S(=O)(=O)c1ccc2c(c1)c(=O)c(C(=O)NCc1ccc(F)cc1)cn2C | -2 | -3% | 1% | 0% | 0.3 | 4% | ? | -1% | nt
CCOc1ccccc1NC(=O)c1ccc2c(Cl)c3c(nc2c1)CCCC3 | -2 | 2% | 2% | -3% | 1.6 | -16% | -13% | 4% | nt
O=C(OCc1cccs1)c1ccccc1NS(=O)(=O)c1ccc2c(c1)OCCO2 | 0 | -3% | 4% | 2% | -0.7 | 26% | 62%[activator] | 1% | -15
COc1ccc(CNC(=O)c2ccc(CS(=O)(=O)c3ccc(C)cc3)o2)cc1 | -1 | -7% | -2% | -6% | 0.1 | 0% | -8% | -4% | 16
O=C(CCCn1c(=S)[nH]c2ccccc2c1=O)NC1CCCC1 | 0 | -2% | 12% | -12% | 0.4 | 6% | -13% | -6% | -20
Cn1c(SCc2ccccc2F)nc2cccnc21 | -1 | 7% | -12% | 0% | 0.0 | -24% | 6% | 0% | 7
CSc1nc(-c2ccc(Cl)cc2)nn1S(=O)(=O)c1ccccc1 | 0 | -1% | -17% | -15% | 0.3 | 8% | ? | -2% | 6
COc1ccc(COC(=O)c2[nH]c3c(c2C)C(=O)CC(c2ccc(OC)c(OC)c2)C3)cc1 (configuration not stated) | -11 | 1% | -4% | 0% | 1.1 | 5% | 2% | -6% | nt
COc1cccc(CNC(=O)C(CC(C)C)NC(=O)c2ccccc2C)c1 (configuration not stated) | -3 | -4% | 8% | -21% | 0.7 | 7% | nt | -1% | -6
COC(=O)CCn1c(C)cc(C(=O)COc2ccccc2C(N)=O)c1C | -3 | -1% | 3% | 5% | 4.0 | -28% | 2% | 6% | 6
CC(C)CN(C(=O)COC(=O)c1cnccn1)c1c(N)n(Cc2ccccc2)c(=O)[nH]c1=O | -4 | -2% | -3% | 0% | 0.1 | -13% | -27% | 1% | 1
Cc1ccc(S(=O)(=O)N2CCOCC2)cc1NC(=O)COC(=O)COc1cccc2c1OC(C)(C)C2 | -11 | -5% | -2% | 0% | 1.8 | 17% | 29% | -2% | -4
COCCN1CCn2c(nc3cc(NC(=O)c4cccs4)ccc32)C1 | -1 | 1% | nt | -1% | 0.1 | 21% | -4% | 0% | 3
CCS(=O)c1ccccc1C(=O)OCC(=O)Nc1cccc(S(=O)(=O)N2CCCCC2)c1 (configuration not stated) | -1 | -4% | -7% | 1% | 0.6 | -8% | -1% | 5% | 1
Cn1nnnc1Sc1ncnc2scc(-c3ccccc3C(F)(F)F)c12 | -4&-12 | -5% | nt | 3% | 0.5 | ? | ? | -23% | 2

Not all compounds are listed. The share of hits here may be higher or lower than overall.
